# From PubChem BioAssay
# GSK3 alpha inh: blockers of GSK3A enzyme activity – biochemical, luminescence, cell-free homogeneous, HTS, primary screen; GSK-3 alpha kinase, ADP-Glo luminescence, 60 min; inhibition, % at 10 µM; 320,000 compounds, 0.1% hits;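 in the data active = inhibition above about 50%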;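 note: GST-tagged GSK-3 alpha with peptide substrate and 25 µM ATP; 0% = DMSO neutral wells and 100% = GW8510 positive control wells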
# Target sequence (P49840 whole entry, looked up): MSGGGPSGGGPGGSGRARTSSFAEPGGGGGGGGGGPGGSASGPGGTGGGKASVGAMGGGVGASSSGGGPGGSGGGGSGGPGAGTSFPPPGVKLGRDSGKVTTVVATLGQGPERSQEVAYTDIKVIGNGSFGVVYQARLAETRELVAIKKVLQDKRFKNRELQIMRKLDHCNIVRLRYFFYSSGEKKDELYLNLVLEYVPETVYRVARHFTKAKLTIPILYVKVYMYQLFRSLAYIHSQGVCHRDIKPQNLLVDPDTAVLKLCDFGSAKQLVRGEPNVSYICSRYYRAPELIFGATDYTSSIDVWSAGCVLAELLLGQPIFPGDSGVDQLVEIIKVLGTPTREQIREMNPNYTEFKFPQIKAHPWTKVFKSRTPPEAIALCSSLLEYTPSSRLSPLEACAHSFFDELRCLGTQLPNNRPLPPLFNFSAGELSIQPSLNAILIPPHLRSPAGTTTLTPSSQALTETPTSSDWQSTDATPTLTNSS
# GSK3beta inhib: human GSK3beta kinase inhibitors, primary screen, biochemical, cell-free homogeneous, HTS; Glycogen synthase kinase-3 beta (Homo sapiens), P49841; GST-GSK3beta kinase, ADP-Glo luminescence, 60 min; active compounds read low; activity score (negative = inhibition), % at 10 µM; 300,000 compounds, 0.038% hits; AID 2097, 2009;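 active = more than half of replicate wells score below -50%, meaning over 50% inhibition versus plate controls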;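 note: 0% = median DMSO wells and -100% = median GW8510 positive control wells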
# Target sequence (P49841 whole entry, looked up): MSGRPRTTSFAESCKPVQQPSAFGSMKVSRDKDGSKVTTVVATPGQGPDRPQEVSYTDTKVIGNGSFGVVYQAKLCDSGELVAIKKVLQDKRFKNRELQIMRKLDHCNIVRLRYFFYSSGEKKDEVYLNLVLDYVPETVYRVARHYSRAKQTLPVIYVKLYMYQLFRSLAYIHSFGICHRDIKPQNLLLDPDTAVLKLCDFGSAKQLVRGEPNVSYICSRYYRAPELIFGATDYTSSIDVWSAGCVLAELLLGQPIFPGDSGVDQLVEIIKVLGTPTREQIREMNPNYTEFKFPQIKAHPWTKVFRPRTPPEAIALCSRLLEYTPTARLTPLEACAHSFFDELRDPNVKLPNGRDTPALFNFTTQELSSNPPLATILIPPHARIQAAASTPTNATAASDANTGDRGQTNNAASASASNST
#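 test system = GST-tagged human GSK3beta kinase, cell-free | reagent = 25 µM ATP with peptide substrate | dosing = one dose of 10 µM per compound | schedule = 60 min reaction, RT | detection = luminescent ADP-Glo measurement of ADP formed | control set = DMSO neutral wells and GW8510 at 20 µM as positive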
# PolyA inh: polyadenylation inhibitors in yeast reporter cells, primary screen, luminescence, S. cerevisiae; S. cerevisiae SKY197-pL101 polyadenylation reporter, beta-gal luminescence; efflux-impaired pdr1/pdr3 knockout yeast; score 100 = 6 SD above DMSO; calls only at 12 µM; 300,000 compounds, 0.02% hits; AID 1875, 2009;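 active = lowest replicate activity score at least 50, where 100 means six control SD above control mean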;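 note: yeast exposed to compound for 9 h at 30 °C; higher score means more reporter readthrough which indicates perturbed polyadenylation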
# KLF5 inhibitor: KLF5 expression inhibitors, primary screen, DLD-1 cells, luminescence | 290,000 compounds, 0.23% hits | inhibition, % at 5 µM | DLD-1 KLF5 promoter-luciferase reporter;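 active = inhibition above a per-plate limit of that plate's mean compound inhibition plus 3 SD, cut at about 60% in these data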;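 note: 0% = DMSO wells and 100% = LY294002 at 200 µM; higher means less KLF5 promoter-driven luciferase light; inactives centre near -14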
# IEC-6 cytotox: cytotoxicity in IEC-6 intestinal epithelial cells, primary screen, cytotoxicity control for KLF5 inhibitor project, cell-based, luminescence | IEC-6 cytotoxicity, luminescence viability | 290,000 compounds, 0.78% hits | inhibition, % at 5 µM; in the data active = inhibition above about 22%;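 note: 0% = plate median of test compound wells and 100% = cytotoxic reference compound wells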
# HSF1 activator: HSF-1 activators, primary screen, NIH3T3-HGL cells, MG132 stress, luminescence, single point; NIH3T3-HGL HSF-1 luciferase reporter, 8 h; 100% = twice DMSO control signal; activation, % at 9 µM; 300,000 compounds, 1.7% hits; AID 504408, 2011;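 active = mean replicate activation of at least 50% with a set share of replicates each reaching 50%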;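 note: 0% = median of the neutral control wells and 100% = twice that signal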
# HSF1 inh: HSF1 inhibitors in luciferase reporter cells, primary screen, cell-based, NIH3T3, luminescence; NIH3T3-HGL HSE-luciferase, MG132-induced, luminescence 8 h; active compounds read low; activity change, negative = inhibition, % at 7.5 µM (by protocol); 300,000 compounds, 0.77% hits;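 active = more than half of replicate wells show activity change below -50%, luminescence cut by over half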;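 note: luciferase reports HSF-1 transcriptional activity via heat shock element; 0% = median of DMSO wells and -100% = zero luminescence signal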
# AI-2 QS modul: Vibrio harveyi AI-2 quorum sensing modulators, primary screen, JMH597 strain, luminescence/OD600 ratio; Vibrio harveyi JMH597 AI-2 luminescence/OD600 ratio, 9 h; active compounds read low; strain lacks LuxN and CqsS sensors; 0 = neutral-control median; activity change, % at 7.5 µM; 300,000 compounds, 0.4% hits; in the data active = activity change below about -75%, passing the limit was not always enough;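 note: luminescence divided by OD600 gain over 9 h not by final OD600 alone; inactives centre near 13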
# HSP90 inh: HSP90 inhibitors, primary screen, cell lysate, luminescence. Rabbit reticulocyte lysate, luciferase refolding luminescence, 3 h. inhibition, % at 5.6 µM. Heat shock protein HSP 90 (rabbit reticulocyte lysate; luciferase refolding). 290,000 compounds, 0.91% hits. AID 1789, 2009;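 active = inhibition above the screen-wide mean plus 3 SD, computed separately per campaign, cut at about 16% in these data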;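 note: 0% = DMSO wells and 100% = 60 µM geldanamycin wells; inhibitors lower the luminescence because luciferase stays unfolded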
# aSyn UTR inh: MLPCN primary screen, SNCA 5' untranslated region; inhibition, % (tested at 7.5 µM); 300,000 compounds, 0.82% hits; alpha-synuclein 5'UTR reporter, inhibitor activity; in the data active = inhibition above about 60%;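 note: H4 neuroglioblastoma cells stably carrying SNCA 5'UTR luciferase fusion; 0% = DMSO wells and 100% = positive control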
# * hit, by the source's call; i = inactive; nt = no result given; & = joins results of further samples. These rows are one share of the data (hit frequency here may not be typical).
# Preview, five compounds:
SMILES,GSK3 alpha inh,GSK3beta inhib,PolyA inh,KLF5 inhibitor,IEC-6 cytotox,HSF1 activator,HSF1 inh,AI-2 QS modul,HSP90 inh,aSyn UTR inh
CCN(CC)CCn1c(NCc2cc(OC)ccc2OC)nc2ccccc21,7,-3,i,-25,-2,-5,-2,2,-1,-15
O=C1CN(CC(=O)N2CCCCC2)c2ccccc2O1,0,-1,i,-18,1,23,10,21,1,-49
CCn1ncc(Br)c1C(=O)Nc1cccc(C(C)=O)c1,8,-7,i,-10,-4,-6,-7,12,-7,-10
Cc1cccc(CCNC(=O)CCS(=O)(=O)c2ccc3nc(C)sc3c2)c1,-4,0,i,-29,0,7,-3,41,3,-6
O=C(O)CC1S/C(=N/N=C/C2CC=CCC2)NC1=O (centres undefined),-1,0,i,-23,-1,4,-7,30,15,16

# Results (from the top)
SMILES,GSK3 alpha inh,GSK3beta inhib,PolyA inh,KLF5 inhibitor,IEC-6 cytotox,HSF1 activator,HSF1 inh,AI-2 QS modul,HSP90 inh,aSyn UTR inh
CCN(CC)CCn1c(NCc2cc(OC)ccc2OC)nc2ccccc21,7,-3,i,-25,-2,-5,-2,2,-1,-15
O=C1CN(CC(=O)N2CCCCC2)c2ccccc2O1,0,-1,i,-18,1,23,10,21,1,-49
CCn1ncc(Br)c1C(=O)Nc1cccc(C(C)=O)c1,8,-7,i,-10,-4,-6,-7,12,-7,-10
Cc1cccc(CCNC(=O)CCS(=O)(=O)c2ccc3nc(C)sc3c2)c1,-4,0,i,-29,0,7,-3,41,3,-6
O=C(O)CC1S/C(=N/N=C/C2CC=CCC2)NC1=O (centres undefined),-1,0,i,-23,-1,4,-7,30,15,16
CCN(CCCNC(=O)CCn1c(=O)[nH]c2ccccc2c1=O)c1cccc(C)c1,nt,3,i,-19,-8,23,19,9,-5,-9
CCCc1ccc(C2C3=C(CC(C)(C)CC3=O)NC3=C2C(=O)c2ccccc23)cc1 (centres undefined),0,1,i,-20,5,8,31,13,1,-14
CC(=O)Nc1cccc2c1C(=O)N(c1cccc(OC(C)=O)c1)C2=O,1,3,i,-8,-2,-5,-7,26,-6,-40
O=C(NCc1ccc(F)cc1)c1cccc(S(=O)(=O)N2CCCC2)c1,-1,1,i,-64,-4,-18,-2,9,2,-1
Cc1ccccc1-c1nc(CS(=O)(=O)CC(=O)NC2CC2)c(C)o1,0,2,i,-1,-2,-2,-1,6,-5,2
COc1ccc(CC(=O)Nc2ccc(N3CCCCC3)cc2)cc1,nt,nt,i,-26,-11,1,-4,nt,9,-22
CCNC(=S)NCc1ccco1,2,1,i,-11,5,10,12,15,1,9

# Results in IEC-6 cytotox and HSF1 inh (three entries from above):
mol	IEC-6 cytotox	HSF1 inh
Cc1cccc(CCNC(=O)CCS(=O)(=O)c2ccc3nc(C)sc3c2)c1	0	-3
O=C(O)CC1S/C(=N/N=C/C2CC=CCC2)NC1=O (centres undefined)	-1	-7
CCN(CCCNC(=O)CCn1c(=O)[nH]c2ccccc2c1=O)c1cccc(C)c1	-8	19

# Other compounds.
SMILES,GSK3 alpha inh,GSK3beta inhib,PolyA inh,KLF5 inhibitor,IEC-6 cytotox,HSF1 activator,HSF1 inh,AI-2 QS modul,HSP90 inh,aSyn UTR inh
O=c1ccc(-c2nc3ccccc3n2Cc2ccccc2Cl)c[nH]1,17,1,i,-19,9,4,0,3,4,4
O=C(NC1CCCCC1)c1ccc(Cn2cc(Br)cn2)o1,-1,0,i,-44,1,3,6,7,9,3
CC(C)CC(=O)Nc1cc([N+](=O)[O-])ccc1Cl,-3,5,i,-3,-1,-7,-6,3,-1,-2
O=S(=O)(c1ccc(Cl)c(Cl)c1)N1CCc2nc3ccccc3n2CC1,nt,1,i,4,9,-6,-3,10,3,10
CC(=O)c1ccc(N(CC(=O)NC2CCCCC2)C(=O)CNC(=O)c2ccco2)cc1,-2,2,i,-10,-4,1,-3,14,4,8
CCc1nnc(NC(=O)CCC(=O)NC2CCCc3ccccc32)s1 (centres undefined),1,-1,i,-23,1,-6,-1,0,0,19
COc1ccccc1OCCC(=O)OCC(=O)Nc1cc(S(=O)(=O)N2CCOCC2)ccc1Cl,-1,0,i,-39,4,12,0,8,0,-43
CCCCCC(=O)C(=O)c1ccc(O)cc1O,-1,0,i,-26,1,42,1,32,0,-5
Cc1nn(Cc2c(Cl)cccc2Cl)c(C)c1C(=O)NCc1ccc(C)n1C,-3,4,i,-36,0,2,-16,17,4,0
CCn1c(=S)sc2c(=O)n(-c3ccccc3)c(SCC(=O)NCc3ccco3)nc21,0,-3,i,19,1,-7,-5,14,-2,-7
CCCC(=O)c1cc2cc(Cl)ccc2oc1=O,-1,1,i,-19,3,-14,-2,6,1,15
COc1ccc(NC(=O)CNS(=O)(=O)c2ccc(Cl)cc2)cc1,1,-1,i,0,-1,16,3,11,0,5
O=C(COc1ccc(Br)cc1Br)NC(=S)N1CCCc2ccccc21,-4,1,i,11,3,10,2,25,2,-32
O=[N+]([O-])c1ccc(Cl)c(S(=O)(=O)/N=C(/c2ccccc2)N2CCOCC2)c1,-3,1,i,-6,1,2,-5,9,1,-7
COc1ccccc1N1CCN(C(=O)C2C3C=CC4(CN(Cc5ccccc5Cl)C(=O)C24)O3)CC1 (centres undefined),2,5,i,-14,2,9,15,23,-2,-8
O=C(Cc1cccs1)N1CCN(S(=O)(=O)c2ccc(Br)cc2)CC1,-1,2,i,7,3,9,1,21,4,13
c1csc(-c2nn[nH]n2)c1,0,2,i,-5,-5,-6,-6,2,-2,10
COc1ccc(-n2c(=S)[nH]c3cc(C(=O)NCCCN4CCOCC4)ccc3c2=O)cc1OC,-3,-2,i,1,8,4,-5,12,-1,6
COc1ccc(NC(=O)c2cc(-c3ccccc3)on2)cc1OC,-2,3,i,-4,0,7,3,-6,-2,-40
COc1ccc(OC)c(C(=O)NC(CC(N)=O)c2ccc(N3CCN(c4ccccc4)CC3)c([N+](=O)[O-])c2)c1 (centres undefined),1,-1,i,0,5,-7,-2,12,-3,14
COc1ccc(Cc2nnc(NS(=O)(=O)Cc3ccccc3)s2)cc1,0,-19,i,-7,2,17,-2,21,4,-2
COc1cccc(C(C(=O)NC2CCCC2)N(Cc2cccnc2)C(=O)Cc2cccs2)c1 (centres undefined),0,3,i,-33,-2,18,2,19,-1,-12
Cc1cc(/C(N)=N/OC(=O)c2ccccc2Cl)no1,3,-7,i,-144,0,nt,nt,28,25*,nt
COc1cccc(Nc2c(F)c(F)c(F)c(F)c2C(=O)O)c1,3,6,i,-24,1,-10,-4,17,1,1
COc1ccc(CNCCCO)cc1OC,2,1,i,-30,-6,-9,2,7,-3,4
COc1ccc2oc(-c3ccco3)cc(=O)c2c1,2,1,i,-107,-1,13,21,13,-3,-129
CCOC(=O)C1CCN(c2ncnc3c2cnn3C)CC1,8,2,i,-23,-2,1,-11,21,-1,2
COc1ccc(CNC(=O)Cn2ncn3cccc3c2=O)cc1,-4,1,i,-121,0,24,21,36,1,-78
CC1CN(CC(=O)Nc2cccc(C(=O)Nc3cccc(C(F)(F)F)c3)c2)CC(C)O1 (centres undefined),4,-3,nt,-28,-1,5,-9,11,0,-27
CO/N=C/c1ccc(OC)c(Oc2nc(OC)cc(OC)n2)c1,nt,2,i,14,28*,13,6,24,4,8
Cc1ccc(CSc2nnc(Cn3c(=O)sc4ccccc43)n2C)cc1,-2,-2,i,-13,-4,-1,0,14,-4,20
COc1ccc(NC(=O)c2cc(S(=O)(=O)N3CCCC3)ccc2OC)cc1,4,4,nt,-18,-5,25,3,10,-3,6
CCc1c(O)nc(SCC(=O)Nc2ccc(OC)cc2)n(C2CCCCC2)c1=O,1,0,i,-11,5,-8,-13,23,2,-26
COc1ccc(S(N)(=O)=O)cc1C(=O)N1CCCC1,-5,-2,i,-9,4,-9,-13,16,-1,-16
CN(C)C(=O)c1cc(C(=O)c2ccccc2)c[nH]1,0,-1,i,-33,5,49,3,-9,3,-40
COc1ccc(S(=O)(=O)N2CCCC2C(=O)Nn2cnnc2)cc1 (centres undefined),0,-5,i,-11,5,1,3,67,1,3
COc1ccc(/C=N/N2C(=O)C3C4C=CC(CC4)C3C2=O)c(OC)c1 (centres undefined),-2,11,i,4,4,17,-7,10,1,-13
COc1cccc(CN(CC(=O)NCc2ccco2)C(=O)CNS(=O)(=O)c2ccccc2)c1,-2,1,i,-5,-2,5,-3,26,-3,-6
C=CCOc1ccccc1CN1CCC(CO)(CCOc2ccccc2)CC1,0,1,i,-17,4,-4,4,39,-3,6
O=C(c1cccs1)N1CCN(c2nc3ccccc3s2)CC1,0,0,i,-114,-8,24,-1,10,-1,-66
c1ccc(-n2ncc3c(N4CCN(c5ccccn5)CC4)nc(N4CCCCCC4)nc32)cc1,1,3,i,-21,2,-5,3,7,5,-7
COC(=O)C1=C(C)N(CCCC(=O)O)C(=O)NC1c1ccc([N+](=O)[O-])cc1 (centres undefined),-1,-48,nt,nt,nt,10,-1,11,nt,16
Cc1ccc(S(=O)(=O)/C(C#N)=C/c2c(N3CCN(C)CC3)nc3ccccn3c2=O)cc1,-1,-2,i,-2,-2,-19,-8,12,7,-2
Cc1ccc(N(C(=O)CCC(=O)Nc2cc(C)on2)C(C(=O)NC2CCCC2)c2ccncc2)cc1 (centres undefined),1,2,i,-8,2,-5,-9,8,0,4
O=C(Nc1ccc2c(c1)OCCO2)C1CCN(C(=O)c2ccc([N+](=O)[O-])cc2)CC1,-5,-9,i,1,3,14,0,14,3,-3
CSc1ncccc1C(=O)NCC(=O)Nc1ccc(F)c(F)c1,-1,1,i,-16,-9,-5,-7,9,-2,0
CC1=C(C)CC(C(=O)NCCc2ccc(F)cc2)C(C(=O)O)C1 (centres undefined),1,1,i,-30,-3,-2,1,8,-3,11
CC(NC(=O)c1cccnc1)C(c1cccs1)N1CCN(C)CC1 (centres undefined),-1,0,i,-54,-2,-10,-6,3,3,15
O=C(c1ccc(O)cc1)c1ccc(C(=O)c2ccc(O)cc2)cc1,-1,-3,i,3&-29,-6&-1,13,-2,6,-1&4,27
COc1ccc2ccccc2c1-c1csc(N)n1,-2,2,i,-18,-3,5,2,17,-2,-3
